# Screening results: PubChem BioAssay, several laboratories
# MK inhibit: blocks S. pneumoniae mevalonate kinase | AID 555 | purified MK, PK/LDH-coupled NADH absorbance 340 nm | inhibition, % at 10 µM | 0.48% of 65,000 active;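 active = ranked among the strongest by inhibition in the single 10 µM screen, a fixed top-ranked set picked for dose follow-up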; also: no value below 0 was filed
# Bfl-1 displacement: displacement of Bid BH3 peptide from Bfl-1 – biochemical, fluorescence polarization, FITC-Bid, mouse, primary screen (AID 432); FITC-Bid BH3 peptide fluorescence polarization displacement; higher % means a stronger effect; displacement, % at 20 µM, or IC50 in µM where a hit was titrated; 0.02% of 64,000 active; in the data active = a potency from the dose series; inactive = the rest, 99 in 100 with displacement below about 15%; also: strong numbers were not always called active
# HPDE-C7 viability: HPDE-C7 pancreatic duct cell viability loss – fluorescence, HTS (AID 430) | HPDE-C7 pancreatic duct cells viability, fluorescence; higher % means a stronger effect | cytotoxicity, % at 10 µM, or EC50 in µM where a hit was titrated | 1.8% of 63,000 active;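 also: cells exposed to compound for 48 hours before viability readout; 0% = vehicle and 100% = reference cytotoxic drug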
# HT1080 viability: cytotoxicity in HT1080 fibrosarcoma cells, cell-based, fluorescence readout (AID 620). HT1080 viability, fluorescence; higher % means a stronger effect. one-dose cytotoxicity, % at 10 µM; EC50 in µM for titrated hits. 0.42% of 87,000 active;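 also: cells exposed to compound overnight then 4 h with Alamar Blue; 0% = vehicle DMSO and 100% = killing control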
# TNAP inhibition: human TNAP enzyme inhibitors, biochemical, luminescent (AID 518); purified TNAP enzyme, luminescent substrate readout; higher % means a stronger effect; one-dose inhibition, % at 20 µM; IC50 in µM for titrated hits; 0.09% of 64,000 active; in the data active = a potency from the dose series; inactive = the rest, 99 in 100 with inhibition below about 22%;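 also: plate controls were vehicle for no effect and reference inhibitor for full effect; many of its hits are not listed in these tables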
# LYP phosphatase: LYP phosphatase inhibitors, primary screen, biochemical, DiFMUP fluorescence, recombinant catalytic domain, 10 µM (AID 606); 52,000 tested, under 10 active; recombinant LYP catalytic domain, DiFMUP fluorescence; higher % means a stronger effect; inhibition, % at 10 µM, or IC50 in µM where a hit was titrated;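 active = IC50 under 40 µM in the dose-response test; inactive = IC50 of 40 µM or more, or never dose-tested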
# Spn PMK inh: blocks S. pneumoniae phosphomevalonate kinase | purified PMK, PK/LDH-coupled NADH absorbance 340 nm | inhibition, % at 10 µM | 0.49% of 65,000 active | AID 539;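 active = top-ranked compounds by inhibition in the single 10 µM screen, taking a fixed number of the strongest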;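 also: 0% = full reaction with DMSO carrier and 100% = background rate without enzyme reaction; no value below 0 was filed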
# Spn DPM-DC inh: blocks S. pneumoniae diphosphomevalonate decarboxylase; purified DPM-DC, PK/LDH coupled NADH fluorescence; calls only at 10 µM; 0.49% of 65,000 active; AID 556;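 active = the 320 compounds with the highest percent inhibition in the single-dose primary screen, excluding strongly autofluorescent ones, cut at about 32% in these data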;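 also: kinetic rate of NADH fluorescence loss reporting ADP formed by the decarboxylase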
# KRASV12 cytotoxicity: viability loss of HPDE-C7K cells – cell-based, fluorescence, HTS, primary screen (AID 431). HPDE-C7K KRASV12 cells, Alamar Blue viability, 48 h; higher % means a stronger effect. cytotoxicity, % at 10 µM, or EC50 in µM where a hit was titrated. 1.7% of 63,000 active;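 active = compounds whose percent cytotoxicity in the single-dose primary screen, scaled between solvent and toxic-drug controls, exceeds 50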;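 also: 0% = DMSO solvent wells and 100% = doxorubicin-treated wells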
# Spn PMK inh pilot replicates: recorded beside Spn PMK inh, whose call it bears; inhibition, %; measured here: pilot screen replicates
# MK inhibit pilot replicates: second read-out of MK inhibit, no call of its own (marks repeat the call); inhibition, %; measured here: pilot screen replicates
# Spn DPM-DC inh pilot screen %: also measured in Spn DPM-DC inh; calls as there; inhibition, %; measured here: pilot screen trials
# An asterisk follows results filed as active; i = inactive; x = no result given. Rule as the data show it, unless noted: active = cytotoxicity above about 50%; inactive = the rest.
SMILES,MK inhibit,Bfl-1 displacement,HPDE-C7 viability,HT1080 viability,TNAP inhibition,LYP phosphatase,Spn PMK inh,Spn DPM-DC inh,KRASV12 cytotoxicity,others
CCCCN1C(=O)C(O)(CC(=O)c2ccco2)c2cc(Br)ccc21 (centres undefined),11,-4%,-28%,-13%,7%,2%,8,i,-18%,
CCOC(=O)c1ccccc1NC(=O)COC(=O)C1=COCCO1,10,1%,-17%,3%,10%,7%,2,i,-10%,Spn PMK inh pilot replicates=4.5;MK inhibit pilot replicates=0.0;Spn DPM-DC inh pilot screen %=0.0
COc1cccc(NC(=O)CSc2nncn2-c2ccccn2)c1,8,3%,10%,0%,14%,-5%,1,i,2%,
O=C(Nc1ccccn1)C12CC3CC(C1)CC(C(=O)Nc1ccccn1)(C3)C2,11,-7%,-22%,8%,-10%,11%,4,i,-10%,
N/C(=N\O)c1ccc(NC(=O)c2ccc(Br)o2)cc1,12,2%,-25%,4%,2%,9%,6,i,-37%,
O=C(CSc1nc(-c2ccco2)cc(C(F)(F)F)n1)Nc1ccc2c(c1)CCC2,5,1%,16%,30%,10%,5%,0,i,8%,
COc1ccc(N(CC(=O)Nc2cc(OC)ccc2OC)S(C)(=O)=O)cc1,51*,2%,3%,-1%,10%,0%,0,i,16%,
Cc1cc(=O)c2c(O)c(O)ccc2o1,5,4%,1%,2%,11%,x,4,i,0%,
COc1ccc(C(CNC(=O)c2ccc3c(c2)C(=O)N(CCC(C)C)C3=O)N2CCOCC2)cc1 (centres undefined),5,2%,-3%,-6%,13%,2%,13,i,-2%,
CCn1cc(C(=O)NCc2ccco2)c(=O)c2cc(S(=O)(=O)N3CCC(C)CC3)ccc21,9,0%,27%,-1%,13%,3%,13,i,16%,
COc1ccc(CNC(=O)COC(=O)c2c[nH]c(=O)[nH]c2=O)cc1OC,0,-1%,-9%,-6%,7%,4%,8,i,-10%,
CC1CCN(CC(O)COc2ccc(F)cc2)CC1 (centres undefined),2,7%,-3%,-3%,10%,-1%,3,i,-2%,
CCC1CCCCN1C(=O)CSc1nnc(-c2ccc(Cl)s2)o1 (centres undefined),1,-6%,-5%,1%,8%,0%,5,i,-6%,
Cc1cc(C)nc(N2CCC(C(=O)NCCc3ccc(F)cc3)CC2)n1,0,-1%,-3%,-4%,5%,x,1,i,-1%,
Cc1cc(N2CCN(C(=O)c3ccco3)CC2)n2nc(-c3cccc(F)c3)cc2n1,0,4%,-5%,-17%,8%,-1%,16,i,17%,
CCC(C)NC(=O)c1cc(OC)c(OC)c(OC)c1 (centres undefined),0,3%,1%,-2%,6%,9%,18,i,1%,
Cc1ccc(-c2noc(CCC(=O)NCCN3CCN(Cc4ccccc4)CC3)n2)cc1,5,-9%,-1%,0%,-5%,1%,18,i,-6%,
Cc1cc(=O)[nH]c2c1c(C)nn2-c1ccccc1,3,-4%,-10%,1%,9%,10%,4,i,-15%,
Cc1cc(C)nc(SCc2nc3ccccc3n2C)n1,3,-3%,-5%,33%,2%,x,18,i,-1%,
Nc1nsc2ccccc12,4,-5%,4%,5%,1%,5%,15,i,2%,
COc1ccc2c(=O)c(-c3nc(C)cs3)coc2c1,11,-7%,29%,-3%,11%,x,3,i,30%,
CSc1nc(C)cc(-n2cc(F)c(=O)[nH]c2=O)n1,9,-9%,-1%,-7%,8%,x,0,i,-11%,
COC(=O)C1CCN(C(=O)c2cc(OC)c(OC)c(OC)c2)CC1,5,6%,x,-1%,2%,-3%,5,i,x,
O=C1CCc2cc(S(=O)(=O)N3CCC(C(=O)NCCC4=CCCCC4)CC3)ccc2N1,10,-60%,5%,0%,6%,2%,0,i,5%,
CC(=O)N1CCC2(CC1)C(C#N)=C(N)Oc1n[nH]c(C)c12,16,20%,-15%,7%,12%,5%,15,i,-15%,

# 16 entries out of the list, sorted by SMILES length, smallest number first.
SMILES,MK inhibit,Bfl-1 displacement,HPDE-C7 viability,HT1080 viability,TNAP inhibition,LYP phosphatase,Spn PMK inh,Spn DPM-DC inh,KRASV12 cytotoxicity,others
Nc1nsc2ccccc12,4,-5%,4%,5%,1%,5%,15,i,2%,
Cc1cc(=O)c2c(O)c(O)ccc2o1,5,4%,1%,2%,11%,x,4,i,0%,
CC1CCN(CC(O)COc2ccc(F)cc2)CC1 (centres undefined),2,7%,-3%,-3%,10%,-1%,3,i,-2%,
Cc1cc(C)nc(SCc2nc3ccccc3n2C)n1,3,-3%,-5%,33%,2%,x,18,i,-1%,
CCC(C)NC(=O)c1cc(OC)c(OC)c(OC)c1 (centres undefined),0,3%,1%,-2%,6%,9%,18,i,1%,
Cc1cc(=O)[nH]c2c1c(C)nn2-c1ccccc1,3,-4%,-10%,1%,9%,10%,4,i,-15%,
COc1cccc(NC(=O)CSc2nncn2-c2ccccn2)c1,8,3%,10%,0%,14%,-5%,1,i,2%,
CCOC(=O)c1ccccc1NC(=O)COC(=O)C1=COCCO1,10,1%,-17%,3%,10%,7%,2,i,-10%,Spn PMK inh pilot replicates=4.5;MK inhibit pilot replicates=0.0;Spn DPM-DC inh pilot screen %=0.0
CC(=O)N1CCC2(CC1)C(C#N)=C(N)Oc1n[nH]c(C)c12,16,20%,-15%,7%,12%,5%,15,i,-15%,
COc1ccc(N(CC(=O)Nc2cc(OC)ccc2OC)S(C)(=O)=O)cc1,51*,2%,3%,-1%,10%,0%,0,i,16%,
COc1ccc(CNC(=O)COC(=O)c2c[nH]c(=O)[nH]c2=O)cc1OC,0,-1%,-9%,-6%,7%,4%,8,i,-10%,
Cc1ccc(-c2noc(CCC(=O)NCCN3CCN(Cc4ccccc4)CC3)n2)cc1,5,-9%,-1%,0%,-5%,1%,18,i,-6%,
O=C(CSc1nc(-c2ccco2)cc(C(F)(F)F)n1)Nc1ccc2c(c1)CCC2,5,1%,16%,30%,10%,5%,0,i,8%,
Cc1cc(N2CCN(C(=O)c3ccco3)CC2)n2nc(-c3cccc(F)c3)cc2n1,0,4%,-5%,-17%,8%,-1%,16,i,17%,
CCn1cc(C(=O)NCc2ccco2)c(=O)c2cc(S(=O)(=O)N3CCC(C)CC3)ccc21,9,0%,27%,-1%,13%,3%,13,i,16%,
COc1ccc(C(CNC(=O)c2ccc3c(c2)C(=O)N(CCC(C)C)C3=O)N2CCOCC2)cc1 (centres undefined),5,2%,-3%,-6%,13%,2%,13,i,-2%,

# Next part:
SMILES,MK inhibit,Bfl-1 displacement,HPDE-C7 viability,HT1080 viability,TNAP inhibition,LYP phosphatase,Spn PMK inh,Spn DPM-DC inh,KRASV12 cytotoxicity,others
COCc1nc2ccccc2n1CCOc1ccccc1OC,0,5%,3%,1%,3%,-1%,10,i,0%,
O=C(NCCCN1CCC(Cc2ccccc2)CC1)C1CCN(S(=O)(=O)N2CCOCC2)CC1,4,2%,1%,-2%,8%,x,22,i,-8%,
CCOC(=O)c1cccc(NC(=O)CSc2nnc(CNc3ccc(C)cc3)n2CC)c1,11,0%,-1%,20%,7%,2%,14,i,-6%,
CCCC(c1nnnn1CCC(C)C)N1CCC(C(N)=O)CC1 (centres undefined),0,-4%,-5%,-5%,5%,x,17,i,-2%,
Cc1ccc(S(=O)(=O)c2c(N)n(CCN3CCOCC3)c3nc4ccccc4nc23)cc1C,8,-9%,1%,0%,0%,9%,16,x,-18%,
Cc1cccc(NCc2nc(SCC(N)=O)n[nH]2)c1,10,5%,-6%,0%,-1%,-3%,11,i,-7%,
O=C(O)CCCCCn1c(SCC(=O)N2CCCC2)nc2ccsc2c1=O,2,-7%,-20%,0%,0%,0%,0,i,-8%,
Cn1c(=O)c2c(nc(CN3CCN(C(=O)c4ccco4)CC3)n2CCCc2ccccc2)n(C)c1=O,1,-2%,4%,-4%,8%,10%,0,i,4%,
COC(=O)c1ccc(C)c(NS(=O)(=O)c2ccc(OC)cc2)c1,3,-4%,68%*,x,11%,18%,16,i,65%*,
CC(=O)Nc1ccc(N/C=C/C(=O)c2ccco2)cc1,7,-2%,x,2%,13%,0%,8,i,x,
CC(=O)Nc1ccc(NC(=O)c2c(C)nc3ccccn23)cc1,0,-6%,7%,11%,6%,x,20,i,5%,
COc1ccc(S(=O)(=O)N2CCCC(C(=O)Nc3ccc(OC)c(OC)c3)C2)cc1 (centres undefined),20,0%,-3%,-15%,6%,x,13,i,-7%,
CCOC(=O)N1CCN(S(=O)(=O)c2cccs2)CC1,0,-2%,5%,5%,8%,7%,0,i,0%,
CCN(CC)c1ccc(NC(=O)c2[nH]c(C)c(C(C)=O)c2C)c(C)c1,6,0%,16%,-4%,23%,0%,0,i,19%,Spn PMK inh pilot replicates=0.5;MK inhibit pilot replicates=1.0;Spn DPM-DC inh pilot screen %=5.0
CCOc1ccc(-n2c(SCc3ccc(C(=O)OC)o3)nc3c(c2=O)SCC3)cc1,3,-4%,9%,11%,-1%,19%,3,i,13%,
COc1cccc(-c2nc(NCCN3CCOCC3)c3ccccc3n2)c1O,9,-3%,37%,14%,6%,0%,4,i,53%*,
CCOc1ccc(C(=O)NCCC(=O)NCCCC(=O)O)cc1,8,-2%,-6%,-7%,6%,x,0,i,-6%,
O=c1c2cnn(-c3ccccc3)c2ncn1Cc1ccccn1,10,-3%,-7%,10%,-12%,5%,9,i,-8%,
CCOC(=O)Cc1csc(NC(=O)C2CCCCC2C(=O)O)n1 (centres undefined),0,-6%,-1%,x,9%,x,15,i,-2%,
COc1cc(Cl)c(S(=O)(=O)N2CCN(Cc3ccc4c(c3)OCO4)CC2)cc1Cl,3,-3%,18%,x,-1%,12%,0,i,13%,
CCOc1nc(-c2ccc(OC)cc2)ccc1-c1noc(-c2cc(OC)c(OC)c(OC)c2)n1,5,-12%,19%,-13%,15%,9%,2,x,2%,
O=C(COc1ccc(S(=O)(=O)N2CCCC2)cc1Cl)Nc1ccc2c(c1)OCO2,7,-12%,-19%,1%,0%,6%,0,i,-17%,
O=C(CSc1nc2ccccc2[nH]1)c1ccco1,4,-2%,2%,9%,7%,x,12,i,-3%,
Cc1cc(CCC(=O)O)c(C)cc1CCC(=O)O,6,-2%,15%,21%,15%,2%,3,i,-3%,
CC(C)(C)NC(=O)c1ccc2c(c1)N(CC(=O)N1CCN(c3ccccc3F)CC1)C(=O)C(C)(C)O2,2,-2%,1%,-2%,3%,9%,2,i,3%,
COC(=O)c1[nH]c2cccc(OC)c2c1NC(=O)CN1CC2(C)CC1CC(C)(C)C2 (centres undefined),1,-1%,30%,-8%,12%,-3%,4,i,38%,
CCc1nnc(NC(=O)CCN2C(=O)c3ccccc3S2(=O)=O)s1,8,-7%,-4%,6%,7%,0%,9,i,-6%,
CCOc1ccccc1NC(=O)c1ccccc1-c1nc(-c2ccccc2OC)no1,4,-10%,21%,-2%,7%,4%,20,i,18%,
CN1CCC(N(C)C(=O)COc2ccccc2-c2ccccc2)CC1,1,-2%,0%,10%,7%,18%,18,i,8%,
